# tim10-1 inh – inhibits growth of tim10-1 mutant yeast; S. cerevisiae tim10-1 ts strain growth, BacTiter-Glo, 24 h; inhibition, % at 20 µM; 330,000 compounds, 2.2% hits; AID 463190;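 active = inhibition of at least 40%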;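 also: mutant grown at 25 °C; 0% = DMSO wells with yeast and 100% = wells holding no yeast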
# tim23-1 inh – tim23-1 yeast growth inhibition; AID 463212; S. cerevisiae tim23-1 growth, BacTiter-Glo luminescence, 24 h; 330,000 compounds, 1.3% hits; inhibition, % at 20 µM;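 active = growth inhibition of the mutant yeast at or above 50%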;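 also: temperature-sensitive mutant grown at 25 °C; plate controls were DMSO-treated mutant yeast for no effect and medium wells lacking yeast for full effect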
# TIM10 inh – growth inhibitors of TIM10 yeast strain | S. cerevisiae TIM10 strain growth, BacTiter-Glo luminescence, 24 h | inhibition, % at 10 µM | 330,000 compounds, 1.4% hits;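 active = inhibition of 40% or more at the single tested concentration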;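 also: wild-type TIM10 isogenic control strain grown at permissive 25 °C; 0% = DMSO yeast wells and 100% = minimal medium wells without yeast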
# Mdm2 MdmX PPI – inhibitors of human Mdm2/MdmX interaction; 330,000 compounds, 3% hits; SaOS-2 split-luciferase Mdm2/MdmX complementation, luminescence; inhibition, % at 8 µM; AID 485346;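 active = inhibition of at least 50% at 8 µM in the primary screen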
# Target sequence (O15151 whole entry, looked up): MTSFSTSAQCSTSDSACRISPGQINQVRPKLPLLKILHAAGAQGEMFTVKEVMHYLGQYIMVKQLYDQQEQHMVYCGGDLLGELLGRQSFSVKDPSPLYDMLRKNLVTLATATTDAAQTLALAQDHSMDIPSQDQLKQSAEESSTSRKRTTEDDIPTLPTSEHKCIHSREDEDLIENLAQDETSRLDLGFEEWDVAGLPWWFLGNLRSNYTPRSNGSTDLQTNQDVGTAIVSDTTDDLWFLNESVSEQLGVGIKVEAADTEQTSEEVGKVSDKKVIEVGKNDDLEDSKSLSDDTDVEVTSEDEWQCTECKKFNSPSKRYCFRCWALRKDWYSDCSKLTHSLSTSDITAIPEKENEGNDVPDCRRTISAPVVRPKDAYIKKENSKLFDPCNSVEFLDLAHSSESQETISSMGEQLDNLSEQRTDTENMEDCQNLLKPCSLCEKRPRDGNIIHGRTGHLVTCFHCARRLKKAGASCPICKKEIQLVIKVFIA
# Target sequence (Q00987 whole entry, looked up): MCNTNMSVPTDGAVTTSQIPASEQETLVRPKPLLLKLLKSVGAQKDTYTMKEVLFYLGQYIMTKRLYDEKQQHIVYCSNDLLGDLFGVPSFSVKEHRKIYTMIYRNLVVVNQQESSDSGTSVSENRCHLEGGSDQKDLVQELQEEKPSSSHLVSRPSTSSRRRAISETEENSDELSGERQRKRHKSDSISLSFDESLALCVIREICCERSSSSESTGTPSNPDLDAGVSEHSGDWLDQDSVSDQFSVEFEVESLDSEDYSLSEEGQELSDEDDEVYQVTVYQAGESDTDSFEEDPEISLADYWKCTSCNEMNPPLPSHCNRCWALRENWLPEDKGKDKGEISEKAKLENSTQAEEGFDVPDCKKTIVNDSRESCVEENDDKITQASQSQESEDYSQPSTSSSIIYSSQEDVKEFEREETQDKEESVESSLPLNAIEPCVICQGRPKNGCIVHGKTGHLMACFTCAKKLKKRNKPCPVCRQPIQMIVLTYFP
# UPR CHOP act – apoptotic UPR (CHOP) activation; activation, % at 10 µM; CHO-CHOP luciferase reporter, luminescence; percent of tunicamycin response over DMSO baseline; AID 449763; 330,000 compounds, 0.34% hits;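 active = at 10 µM dose, activation of 40% or more, normalized to positive control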;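 also: 100% = tunicamycin at 10 µg/mL and 0% = DMSO alone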
#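 Assay system: CHO-CHOP cells, stable luciferase reporter of PERK-eIF2a-CHOP signalling / Buffer or medium: F12 plus 10% serum / Compound dosing: one dose, 10 µM in 0.5% DMSO / Times: 6 h compound treatment, 37 °C / Technique: luciferase luminescence / Read-out: % reporter activation, DMSO baseline versus tunicamycin full activation / Benchmarks: tunicamycin and DMSO controls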
# NLRP3 yeast inh – NALP3 inhibition in yeast | Yeast reconstituted NLRP3/ASC/caspase-1, beta-gal luminescence, 24 h | inhibition, % at 10 µM | 330,000 compounds, 0.39% hits | AID 2825;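 active = inhibition of 50% or more; inactive = inhibition below 50%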;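 also: plate controls were induced DMSO wells for no effect and uninduced yeast grown without galactose for full effect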
# APJ ag – activates the human apelin receptor APJ. CHO-K1 APJ PathHunter beta-arrestin, luminescence; 0% DMSO wells, 100% apelin. activation, % at 20 µM. AID 2520. 330,000 compounds, 0.11% hits;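 active = activation more than six SD over the plate average, tested at 20 µM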;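 also: 0% = DMSO alone and 100% = apelin-13 at 10 nM; some results filed as inactive read as strong as hits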
#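 Material: engineered CHO-K1 APJ arrestin reporter cells; amount: 1000 CHO-K1 reporter cells seeded per well; incubation: compound stimulation 90 min at 25 °C, detection 60 min; signal: luminescent beta-gal fragment complementation, chemiluminescent substrate; read-out basis: APJ agonist activity; controls: DMSO-only wells as negative, 10 nM Apelin-13 as positive control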
# XBP1 UPR activ – activators of adaptive arm of unfolded protein response (XBP1) | 330,000 compounds, 0.33% hits | AID 463104 | activation, % at 20 µM | CHO-XBP1 luciferase reporter, IRE1-XBP1 UPR activation, luminescence; percent of tunicamycin response, DMSO as zero;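 active = versus positive control, 20 µM dose yields 30% or more activation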;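 also: 100% = tunicamycin at 10 µg/mL and 0% = DMSO only wells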
#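 Material: CHO cell line with stable XBP1 luciferase reporter; schedule: 16-18 h cell attachment at 37 °C, then 6 h compound exposure; signal: glow luminescence from Steady-Glo reagent; medium: serum-containing F12 medium, 10% FBS; benchmarks: tunicamycin 10 µg/mL and vehicle-only wells; read-out: percent activation relative to tunicamycin reference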
# NR3A LBD binder – modulates the human NR3A ligand-binding domain; 340,000 compounds, 2.5% hits; Tm shift relative to glycine control, % at 25 µM; NR3A LBD differential scanning fluorimetry, Tm shift; 0% = protein alone, 100% = glycine-bound protein;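 active = melting temperature shift of at least 10% of the positive control shift, at one fixed dose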
# Starred values were filed as active, the others as inactive; · = not tested or not shown. Random draw from the library; about 8.2% have a hit in one of these screens.
1: CC(=O)Nc1cc(C(=O)N2CCc3ccccc3C2)ccc1Sc1ccc(C)cc1
2: CC(C)(C)C(=O)NCc1ccc(C(=O)CSc2nnc(-c3ccncc3)n2C2CC2)s1
3: O=C(Nc1ccc2c(c1)OCCO2)C1CCCN(S(=O)(=O)c2cnc[nH]2)C1 (centres undefined)
4: COC(=O)c1ccc(CNC(=O)CNc2cc(C(F)(F)F)ccc2N2CCOCC2)cc1
5: COc1cc(/C=C(\C#N)C(=O)NCC2CCCO2)ccc1OC(=O)c1ccco1 (centres undefined)
Assay by compound | 1 | 2 | 3 | 4 | 5
tim10-1 inh | 24 | -16 | -14 | 12 | 40*
tim23-1 inh | 38 | -9 | -8 | -10 | 64*
TIM10 inh | 29 | -9 | 6 | -12 | 34
Mdm2 MdmX PPI | -22 | 12 | 20 | 0 | 3
UPR CHOP act | -1.1 | 2.9 | 1.2 | -1.9 | -0.5
NLRP3 yeast inh | 16 | 21 | -7 | 9 | 12
APJ ag | -3 | -2 | 7 | -2 | -4
XBP1 UPR activ | -3 | -2 | -4 | 2 | 0
NR3A LBD binder | -1 | 0 | -4 | 0 | 2

6: CC(C)N(Cc1nccn1C)C(=O)CCc1nnc(CCCc2ccccc2)o1
7: CCOC(=O)c1oc2ccccc2c1CN1CCN(C)CC1
8: Fc1ccc(-c2nnn(Cc3nc4ccccc4s3)n2)cc1
9: CC(C)(C)NC(=O)COC(=O)c1ccccc1Oc1ccccc1
10: N#Cc1cccc(NC(=O)C2CCCN(C(=O)c3ccc(Cl)cc3)C2)c1 (centres undefined)
Assay by compound | 6 | 7 | 8 | 9 | 10
tim10-1 inh | 4 | -1 | 29 | 12 | 8
tim23-1 inh | 1 | -1 | 21 | 22 | 22
TIM10 inh | -6 | 6 | 7 | 7 | 9
Mdm2 MdmX PPI | -73 | 20 | -16 | 6 | 27
UPR CHOP act | 2.2 | 0.0 | 2.4 | 4.5 | -0.7
NLRP3 yeast inh | -4 | -9 | 54* | -5 | 15
APJ ag | 0 | -2 | -4 | 0 | -4
XBP1 UPR activ | 3 | -2 | 3 | 0 | -1
NR3A LBD binder | 0 | 1 | 2 | -1 | -2

11: CSc1n[nH]c(NCc2ccc(Cl)cc2)n1
12: O=C(N/N=C/c1c(F)c(F)c(F)c(F)c1F)c1cccc(S(=O)(=O)N2CCOCC2)c1
13: CCOc1ccc(CCNS(=O)(=O)c2ccc3c(c2)oc(=O)n3C)cc1OCC
14: O=C(O)Cn1c2ccccc2c2ccccc21
15: COc1ccccc1CNC(=O)COC(=O)c1ccc(S(=O)(=O)N2CCCCC2)cc1
Assay by compound | 11 | 12 | 13 | 14 | 15
tim10-1 inh | 8 | 14 | 7 | 6 | 2
tim23-1 inh | 2 | 11 | 8 | 12 | 8
TIM10 inh | 3 | 0 | 3 | -4 | 2
Mdm2 MdmX PPI | -10 | 31 | 0 | 1 | 12
UPR CHOP act | 1.8 | -3.5 | -1.1 | -0.8 | -0.5
NLRP3 yeast inh | -1 | 11 | 10 | 8 | 24
APJ ag | 3 | -3 | -2 | -1 | -3
XBP1 UPR activ | 4 | 3 | -6 | -4 | -3
NR3A LBD binder | 2 | -1 | 7 | 0 | -1

16: O=C(COc1ccc2ccc(=O)oc2c1)c1ccccc1
17: CCCOC(=O)C(=O)NNc1ccccc1
18: COc1ccc(CN2C(=O)Cc3c2nc(N)c2c(N)nc(N4CCCCC4)c(C#N)c32)cc1
19: CCOC(=O)N1CCN(Cc2ccc3ccccc3c2)CC1
20: Cc1cc(NC(=O)CSc2cn(CC(=O)N(C(C)C)C(C)C)c3ccccc23)no1
Assay by compound | 16 | 17 | 18 | 19 | 20
tim10-1 inh | 15 | -12 | 20 | -11 | 11
tim23-1 inh | 13 | -49 | 17 | 4 | 12
TIM10 inh | 4 | -23 | 12 | -4 | -4
Mdm2 MdmX PPI | -9 | 27 | -6 | 26 | 21
UPR CHOP act | 3.9 | -1.7 | -3.1 | 0.5 | -0.1
NLRP3 yeast inh | 10 | 5 | -9 | 19 | 1
APJ ag | -1 | 1 | 5 | -2 | 2
XBP1 UPR activ | 6 | -2 | -1 | -3 | -4
NR3A LBD binder | 0 | -1 | · | 0 | 0

21: Cc1ccc(OC(C)C(=O)OCC(=O)Nc2sccc2C(N)=O)cc1 (centres undefined)
22: COc1ccc(OC)c(NC(=S)Nc2ccccc2)c1
23: Cc1nn(C)c(C)c1S(=O)(=O)N1CCCC(C(=O)N2CCN(c3ccc(Cl)cc3)CC2)C1 (centres undefined)
24: CS(=O)(=O)CCC(C(=O)Nc1ccc2c(c1)OCO2)N1Cc2ccccc2C1=O (centres undefined)
25: Cc1nn(C(=O)c2ccccc2)c2c1C(=O)CC(C)(C)C2
Assay by compound | 21 | 22 | 23 | 24 | 25
tim10-1 inh | 4 | 17 | 11 | -6 | 8
tim23-1 inh | 27 | 5 | -1 | -2 | -3
TIM10 inh | 8 | 6 | 11 | 0 | -30
Mdm2 MdmX PPI | -8 | 14 | 21 | 12 | 7
UPR CHOP act | 1.3 | 3.6 | 0.1 | 0.1 | 0.9
NLRP3 yeast inh | -3 | 13 | 1 | 8 | 12
APJ ag | 1 | -3 | -3 | 3 | -2
XBP1 UPR activ | 0 | 2 | -2 | 1 | 1
NR3A LBD binder | -5 | -7 | 2 | -3 | 1

26: CC(=O)Nc1cc(C(=O)NCc2ccco2)ccc1Sc1ccc(F)cc1
27: CCOc1ccc2nc(SCC(=O)Nc3ccc4c(c3)OCCO4)[nH]c2c1
28: CCn1c(C)nc2cc(C(=O)NNS(=O)(=O)c3ccc(C)c(C)c3)ccc21
29: CC(NS(C)(=O)=O)C(c1cccs1)N1CCN(Cc2ccccc2)CC1 (centres undefined)
30: CSc1cccc(NC(=O)C2CCN(C(=O)c3ccccc3C)CC2)c1
Assay by compound | 26 | 27 | 28 | 29 | 30
tim10-1 inh | 8 | -10 | 0 | -1 | 24
tim23-1 inh | 7 | 3 | -2 | -5 | 6
TIM10 inh | -5 | 7 | -18 | -6 | -7
Mdm2 MdmX PPI | 19 | 3 | 29 | 19 | 16
UPR CHOP act | 1.6 | -0.6 | -0.3 | -1.3 | 3.0
NLRP3 yeast inh | 19 | 0 | -12 | 0 | 5
APJ ag | -3 | 0 | -1 | 0 | 0
XBP1 UPR activ | -2 | -2 | 2 | 0 | -2
NR3A LBD binder | -2 | -11 | -1 | 5 | -4

31: NC(=O)c1ccc(NC(=O)CSC(=O)c2ccccc2)cc1
32: CCN(CC)c1ccc(N=Cc2ccccc2[N+](=O)[O-])cc1
33: Cc1csc(NC(=O)C2CCN(C(=O)CSc3nnc(C)n3Cc3ccccc3)CC2)n1
34: O=C(NC1CCS(=O)(=O)C1)c1ccc(Br)s1 (centres undefined)
35: CC(C)Oc1ccc(OCCCN2CCCCCC2)cc1
Assay by compound | 31 | 32 | 33 | 34 | 35
tim10-1 inh | -2 | 17 | 7 | -7 | 9
tim23-1 inh | -9 | 32 | 2 | -1 | -2
TIM10 inh | 12 | 4 | 22 | 1 | 18
Mdm2 MdmX PPI | 5 | 20 | 8 | 9 | 18
UPR CHOP act | -0.6 | 2.6 | -1.9 | -1.5 | 1.1
NLRP3 yeast inh | 0 | 35 | -10 | 10 | 9
APJ ag | -1 | 5 | -3 | -2 | 3
XBP1 UPR activ | 1 | 1 | -1 | -1 | 0
NR3A LBD binder | 3 | -2 | 1 | 2 | -3

36: Cc1cc2c(c(C)c1CCO[C@@H]1O[C@H](CO)[C@@H](O)[C@H](O)[C@H]1O)C(=O)[C@@H](C)[C@@H]2O
37: Cc1c(NC(=S)NCc2ccc(F)cc2)cccc1[N+](=O)[O-]
38: Cc1noc(C)c1C(=O)N1CCN(c2ccc(OCc3ccccc3)cc2)CC1
39: CC(C)(C)c1ccc(C(=O)NCCC(=O)Nc2cc(Cl)ccc2N2CCOCC2)cc1
40: CCc1ccc(C(O)(CC)C(CN2CCOCC2)c2ccccc2)cc1 (centres undefined)
Assay by compound | 36 | 37 | 38 | 39 | 40
tim10-1 inh | 10 | 15 | 16 | 27 | 38
tim23-1 inh | 15 | 16 | 29 | 30 | 36
TIM10 inh | 7 | 19 | 1 | 24 | 28
Mdm2 MdmX PPI | 4 | -24 | 17 | 38 | 8
UPR CHOP act | 2.1 | 4.8 | -2.5 | -1.7 | 2.3
NLRP3 yeast inh | 4 | 14 | 6 | 20 | 12
APJ ag | -4 | -2 | 1 | -2 | -3
XBP1 UPR activ | -1 | 0 | -1 | -6 | -2
NR3A LBD binder | -2 | -6 | 2 | -6 | -3

41: Cc1ccc2nc(NC(=O)C3CCN(C(=O)c4ccc(F)cc4)CC3)sc2c1
42: COc1ccc(-c2ccc(C#N)c(SCC(=O)NCCc3ccccc3)n2)cc1OC
43: COc1ccc(-c2nn(C)c(=O)c3ccccc23)cc1CNS(C)(=O)=O
44: O=C(c1ccc(NS(=O)(=O)c2cccs2)cc1)N1CCOCC1
45: O=C(NCc1ccco1)c1ccccc1-c1nc(-c2ccccc2)no1
Assay by compound | 41 | 42 | 43 | 44 | 45
tim10-1 inh | 13 | 32 | -10 | -2 | 31
tim23-1 inh | 0 | 3 | 3 | -13 | 16
TIM10 inh | 15 | 10 | 4 | 1 | -10
Mdm2 MdmX PPI | 0 | -2 | 42 | -4 | 4
UPR CHOP act | 3.9 | -1.4 | -1.4 | -1.0 | 0.5
NLRP3 yeast inh | -3 | -13 | 11 | -4 | 22
APJ ag | 11 | -1 | -2 | 4 | 1
XBP1 UPR activ | -3 | 2 | -6 | -1 | 0
NR3A LBD binder | -6 | 0 | -1 | 11* | 3

46: COc1ccccc1/C=C(\NC(=O)c1ccccc1)C(=O)NCc1ccco1
47: CN(C)c1nc(C(=O)O)nc(N2CCOCC2)n1
48: CC1(C)CC(NCc2ccc3c(c2)OCO3)CCO1 (centres undefined)
49: COc1ccc(Br)cc1/C=N/N1C(=O)CSC1=S
50: COc1cc(NC(=O)COC(=O)CSc2ccccc2F)c(C)cc1[N+](=O)[O-]
51: Cn1c(CC(=O)Nc2ccc(Cl)c(Cl)c2)nnc1SCC(=O)Nc1nccs1
52: O=C(CN1C(=O)c2ccccc2C1=O)Nc1cc([N+](=O)[O-])ccc1O
53: CC(=O)N1N=C(c2cccc([N+](=O)[O-])c2)OC1c1ccccc1Cl (centres undefined)
Assay by compound | 46 | 47 | 48 | 49 | 50 | 51 | 52 | 53
tim10-1 inh | -9 | -15 | 5 | 19 | 34 | 4 | -1 | 36
tim23-1 inh | 6 | 12 | -5 | 18 | 8 | -12 | 7 | 25
TIM10 inh | -8 | -19 | 2 | -1 | 16 | -4 | 13 | 17
Mdm2 MdmX PPI | 15 | 22 | -21 | 1 | 6 | 36 | -8 | 3
UPR CHOP act | 1.4 | 1.1 | 0.3 | -0.2 | 0.3 | 1.7 | 0.0 | 2.5
NLRP3 yeast inh | 16 | 6 | -6 | 21 | 3 | -17 | 16 | 3
APJ ag | -4 | -3 | -3 | 2 | -3 | 1 | -4 | -11
XBP1 UPR activ | -2 | 2 | 2 | -3 | -1 | -2 | -2 | -1
NR3A LBD binder | 2 | 0 | 2 | 5 | 2 | 0 | -4 | 2
